Bioassay records: PubChem BioAssay, National Center for Advancing Translational Sciences (NCATS)
KB-V1 MDR tox = kills drug-selected multidrug resistant KB-V1 cells | actives 3.4% (n = 400,000) | Potency, µM (highest dose often 46.1 µM), inactives show at the top dose activity change, negative = cytotoxicity, hits mostly cytotoxic | KB-V1 MDR cells viability, CellTiter-Glo, 72 h; note: potency is the fitted concentration of half-maximal effect; % is set by controls: 0 for no effect and ±100 for the full control effect; nearly all actives have a fitted effect of over 60% in size
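Cytotoxicity via CellTiter-Glo luminescence after 72 h compound exposure at 37 degrees C. Cells: drug-selected KB-V1 line, DMEM phenol-red free plus 10% FBS. Compounds tested at multiple concentrations; normalized data fitted to concentration-effect curves.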
PTHR1 ag = agonists of human PTHR1 parathyroid hormone receptor; HEK293 GP2 PTHR1 cells, GloSensor cAMP luminescence, 1 h; Potency, µM (series often up to 115 µM), for the others: at the top dose activation, usual class: activators; actives 0.075% (n = 410,000); AID 743266; note: potency is the fitted concentration of half-maximal effect; nearly all actives have a fitted effect of over 55% in size; some results filed as inactive show a strong effect at the top dose; inactives centre near -15; many of its hits are not listed in these tables
Target sequence (Q03431 whole entry, looked up): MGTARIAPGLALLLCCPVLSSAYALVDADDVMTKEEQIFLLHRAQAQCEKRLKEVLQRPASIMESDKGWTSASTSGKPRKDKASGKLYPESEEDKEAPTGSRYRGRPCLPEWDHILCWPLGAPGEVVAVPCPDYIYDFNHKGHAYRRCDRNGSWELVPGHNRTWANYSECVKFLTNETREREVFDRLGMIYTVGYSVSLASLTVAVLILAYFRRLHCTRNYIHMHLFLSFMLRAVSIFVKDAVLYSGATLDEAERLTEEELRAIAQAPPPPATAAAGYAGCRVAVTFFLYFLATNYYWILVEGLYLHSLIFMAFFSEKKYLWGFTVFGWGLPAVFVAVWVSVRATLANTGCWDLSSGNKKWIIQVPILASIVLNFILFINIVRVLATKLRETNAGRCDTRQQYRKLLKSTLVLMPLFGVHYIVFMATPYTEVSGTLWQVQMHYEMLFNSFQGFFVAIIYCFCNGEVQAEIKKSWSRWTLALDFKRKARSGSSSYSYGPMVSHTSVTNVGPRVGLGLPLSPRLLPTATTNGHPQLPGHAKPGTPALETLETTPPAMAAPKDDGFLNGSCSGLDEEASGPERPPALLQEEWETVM
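HEK-293-derived GP2 cells expressing PTHR1 and a GloSensor cAMP reporter, 3,000/well, plated overnight, given luciferin plus IBMX (each 0.5 mM as added) for 1 h at 37 °C, then compound for 1 h at 37 °C. Luminescence was read after 15 min at room temperature.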
GLP1R cytotox = cytotoxicity in counter-screen for GLP-1R inverse agonists. HEK293 cAMP-luciferase reporter cells, luminescence, 24 h. Potency, µM (top dose mostly 38.3 µM), without a hit: at the top dose activity change, negative = inhibition, usual class: inhibitors. actives 0.13% (n = 410,000);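 note: loss of luciferase light is scored as toxicity; potency is the fitted concentration of half-maximal effect; % is set by controls: 0 for no effect and ±100 for the full control effect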
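Seeding density was 200 cells/uL; after overnight-length (12 h) culture, 23 nL compounds went on for 24 h at 37 °C. Readout used a luciferase detection reagent, luminescence taken after 12 min at room temperature.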
aSyn yeast inh = inhibitors of alpha-synuclein toxicity in yeast; Yeast expressing alpha-synuclein, growth rescue, BacTiter-Glo, 24 h; Potency, µM (titrated, usually from 46.1 µM), without a hit: at the highest dose growth rescue (activation), hits mostly activators; actives 0.14% (n = 370,000); AID 652106; note: potency is the fitted concentration of half-maximal effect; % of control where 0% means no effect; nearly all actives have a fitted effect of over 65% in size
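Readout is rescue of growth in alpha-synuclein-expressing yeast, so inhibitors of toxicity appear as activators. Growth after 24 hr at 30 deg C in galactose medium is quantified by luminescence.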
DRD3 antagonist = D3 dopamine receptor (human) antagonism; P35462; D3R cells, DiscoveRx beta-arrestin luminescence, antagonist mode; active compounds read low; max response, negative = inhibition, %; actives 2.5% (n = 360,000); in the data active = max response below about -50%; inconclusive = no clear call, values can overlap the other calls; note: % is set by controls: 0 for no effect and ±100 for the full control effect; mostly tested at two doses, the higher about 12 µM
Target sequence (P35462 whole entry, looked up): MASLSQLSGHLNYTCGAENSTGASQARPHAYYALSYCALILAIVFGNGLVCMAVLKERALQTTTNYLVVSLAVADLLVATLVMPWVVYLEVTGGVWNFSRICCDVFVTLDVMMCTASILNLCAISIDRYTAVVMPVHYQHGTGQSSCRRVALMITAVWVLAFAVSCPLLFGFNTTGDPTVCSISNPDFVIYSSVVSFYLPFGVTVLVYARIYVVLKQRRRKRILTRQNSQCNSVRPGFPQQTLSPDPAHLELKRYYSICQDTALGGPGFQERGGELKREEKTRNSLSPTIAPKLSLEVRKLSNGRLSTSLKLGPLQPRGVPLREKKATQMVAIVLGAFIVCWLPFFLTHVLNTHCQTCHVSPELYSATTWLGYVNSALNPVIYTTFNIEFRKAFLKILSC
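Cells expressing the human receptor were seeded at 1500 cells/well, incubated overnight at 37 degrees C in 5% CO2, then exposed to library compounds with dopamine controls for 90 minutes at 37 degrees C before luminescent detection.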
TDP43 rescue = TDP-43 toxicity inhibition in yeast | Potency, µM (top dose mostly 46.1 µM), inactives show at the top dose growth rescue (activation), hits mostly activators | actives 1.8% (n = 410,000) | TDP-43 expressing yeast growth rescue, BacTiter-Glo, 24 h; note: potency is the fitted concentration of half-maximal effect; % of control where 0% means no effect; nearly all actives have a fitted effect of over 50% in size
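Yeast cells expressing TDP-43 under galactose induction are exposed to compounds for 24 hr at 30 deg C. BacTiter-Glo luminescence measures growth, so protective compounds score as activators.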
DRD3 agonist = activates the human D3 dopamine receptor; D3R DiscoveRx beta-arrestin cells, luminescence, 90 min; max activation, %; actives 0.58% (n = 410,000); AID 652048; in the data active = max activation above about 30%; note: 0% is about no effect; mostly tested at two doses, the higher about 12 µM
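Agonist mode: compounds and dopamine controls were applied to plated cells for 90 min at 37 degrees C after an overnight attachment at 1500 cells/well. Luminescent read-out followed 30 - 60 minutes at room temperature with DiscoveRx detection reagent.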
GLP-1R agonist = agonists of human GLP-1 receptor; actives 0.007% (n = 380,000); AID 624172; Potency, µM (series often up to 45.6 µM), for inactives: top-dose activation, actives largely listed as activators; HEK293 GLP-1R CRE-luciferase, luminescence, 4-6 h; cells express a hypersensitive GLP-1R form; P43220; note: potency is the fitted concentration of half-maximal effect; % of control where 0% means no effect
GLP-1R inv ag = acts as inverse agonist at human GLP-1 receptor | P43220 | actives 1.6% (n = 410,000) | HEK293 GLP-1R CRE-luciferase, luminescence, 24 h; GLP-1R form is constitutively active | Potency, µM (highest dose often 38.3 µM), for the others: at the top dose activity change, negative = inhibition, usual class: inhibitors; note: potency is the fitted concentration of half-maximal effect; % is set by controls: 0 for no effect and ±100 for the full control effect; nearly all actives have a fitted effect of over 55% in size
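qHTS in 1536-well format: reporter HEK293 cells expressing constitutive GLP-1R activity in DMEM + 10% Nu serum, 24 hr with compounds at 37 deg C, luminescence read after 12 min with detection reagent.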
* = called active by the depositor; i = inactive; ? = inconclusive; · = not tested or not shown; & = joins results of further samples; ! = a repeat was not active; [ ] = dose if it differs, or a comment. Unless noted, calls come from the whole dose curve; as a rule, active = well fitted curve in the direction sought with a large enough effect; inconclusive = small, poorly fitted or top-dose-only effect, or another doubt; inactive = no such curve, though single readings can be large; an effect the other way counts as inactive or inconclusive. The list is partial; the hit share may differ from the screen's.

SMILES	KB-V1 MDR tox	PTHR1 ag	GLP1R cytotox	aSyn yeast inh	DRD3 antagonist	TDP43 rescue	DRD3 agonist	GLP-1R agonist	GLP-1R inv ag
COc1ccc(-c2cc(C)no2)cc1S(=O)(=O)N1CCCCC1	-8%	i	1%	1%	18	?	10	8%	13%
O=C(CCCC1=NS(=O)(=O)c2ccccc2N1)OCc1ccc(Cl)cc1	6%	-9%	-11%	0%	1	3%	6	1%	?
CC1Cc2ccccc2N1S(=O)(=O)c1cccc2nsnc12 (stereo not given)	-15%	i	-22%	?	7	1%	9	10%	0%
CCc1nn(CCCN2CCN(c3cccc(Cl)c3)CC2)c(=O)n1CCOc1ccccc1	6.5µM*!	-38%&-50%[inhibitor]	1%&-3%	0%&9%	-90*	3%&9%	-71&-84&-30&-23	-3%&3%&2%	?
N#CC(c1ccccc1)c1ccc([N+](=O)[O-])cc1 (stereo not given)	-20%	-15%	5%	8%	4	?	0	-7%	12%
COCCN(C(=O)COC(=O)/C=C/c1ccc2ccccc2n1)c1c(N)n(Cc2ccccc2)c(=O)[nH]c1=O	19%	i	?	-3%	-24	6%	-19	-16%	?
CCCOc1ccc(C2=NC(c3ccc(F)cc3)=Nc3ccc(OC)cc3N2)cc1	2%	i	8%	·	·	-22%	-9	·	-20%
CCCCC1CCC(C(=O)N(C)CC(=O)Nc2cccc(F)c2)CC1 (stereo not given)	?	-32%[inhibitor]	-10%	0%	1	5%	7	1%	?
CC(=O)c1ccc(OCc2cc(C(=O)N3CCOCC3)no2)cc1	0%	i	1%	10%	6	1%	-8	2%	10%
Cc1cc(C(=O)CSc2nc(N)cc(N)n2)c(C)n1-c1cccc(C(F)(F)F)c1	-1%	i	5%	3%	33	5%	4	-1%	?
BrC(=C\c1ccccc1)/C=N/Nc1ccc2nncn2n1	?	-1%	-16%	-1%	-29	8%	3	11%	86%[activator]
O=C(COC(=O)CCNS(=O)(=O)c1cccs1)Nc1ccccc1	?	-51%[inhibitor]	-1%	-1%	14	11%	6	6%	1%
CC(C)N(CCCNC(=O)C1CCC(CNS(=O)(=O)c2ccccc2)CC1)Cc1ccccc1 (stereo not given)	0%	i	-5%	-13%	-6	-15%	-3	13%	?
COc1ccc(S(=O)(=O)N(C(=O)c2ccncc2)c2ccc3oc4c(c3c2)CCCC4)cc1	?	-1%	?	?	11	15%	9	-14%	10µM*
Cc1noc(C)c1S(=O)(=O)N(C)C[C@H]1Oc2ccc(NC(=O)NC(C)C)cc2C(=O)N([C@H](C)CO)C[C@@H]1C	0%	-19%	10%	-1%	6	2%	-15	-4%	19%
COc1cccc(CNc2nc3ccccc3n2CCN2CCCCC2)c1OC	-7%	i	?	-6%	-67*	-9%	-15	-1%	?
O=c1cc(N2CCN(Cc3ccccc3)CC2)[nH]c(=O)n1Cc1ccc(F)cc1	2%	i	8%	3%	11	-11%	-19	-15%	0%
CCCC(=O)C1=C(c2ccc(C)cc2)N(C(=O)CCC)n2cnnc2S1	·	-32%[inhibitor]	-14%	·	·	?	15	·	?
C=CCc1c(C)nc(SCCC)[nH]c1=O	3%	-11%[57.5 µM]	-14%	0%	2	4%	2	-3%	-4%
COc1ccc(CNC(=O)Cn2cnc3c(=O)n(C)c(=O)n(C)c32)cc1	14%	-18%	-13%	4%	8	-7%	10	3%	-3%
O=C1OCCC1Sc1nnc(-c2ccc(O)cc2)o1 (stereo not given)	11%	-8%[57.5 µM]	-5%	0%	0	8%	-5	1%	-3%
O=C(c1ccccc1)N1N=C(c2ccccc2)CC1c1ccc2nccnc2c1 (stereo not given)	7.3µM*	-8%	21%	12%	-1	-3%	15	15%	-8%
C[C@H](O)C#Cc1cnc2c(c1)C(=O)N([C@H](C)CO)C[C@@H](C)[C@@H](CN(C)Cc1ccc(-c3ccccc3)cc1)O2	18%	10%	-19%	12%	-27	-16%	-7	1%	?
CC(=O)Nc1cccc(NC(=O)NC2CC(=O)N(c3ccc4c(c3)OCCO4)C2)c1 (stereo not given)	21%	i	1%	-1%	0	11%	-10	-3%	5%
CCCCN(C)S(=O)(=O)c1ccc(C(=O)N(CCN(C)C)c2nc3ccc(C)cc3s2)cc1	-12%	i	13%	7%	-1	-13%	-3	-7%	-23%
SMILES	KB-V1 MDR tox	PTHR1 ag	GLP1R cytotox	aSyn yeast inh	DRD3 antagonist	TDP43 rescue	DRD3 agonist	GLP-1R agonist	GLP-1R inv ag
COc1cc(OC)cc(C(=O)N[C@H](C(=O)OCC(=O)NC(C)c2ccccc2)C(C)C)c1 (stereo not given in full)	23µM*	-5%	9%	0%	-24	5%	-3	9%	17%
COc1ccc(C2C(C(=O)c3cccs3)=C(O)C(=O)N2c2cccc(C)n2)cc1OC (stereo not given)	-12%	-4%	-7%	0%	?	12%	4	4%	14%
COc1ccc2oc(C(=O)OC(C)C(=O)Nc3ccc(N4CCOCC4)cc3)c(C)c2c1 (stereo not given)	0%	i	-11%	3%[1.84 µM]	0	17%	1	-3%	4%
COc1ccc(CNCC(O)(c2ccccc2)c2ccc(F)cc2)cc1OC (stereo not given)	-39%	-53%[inhibitor]	-12%	-1%	-25	-15%	-11	14%	?
NNc1ccc2nnc(C(F)(F)C(F)(F)C(F)(F)F)n2n1	?	-18%	11%	-11%	7	-21%	-8	2%	-1%
Cc1cc(C)c(C#N)c(SCc2nnc(-c3ccccc3[N+](=O)[O-])o2)n1	?	0%	?	10%	6	?	2	?	6%
COc1ccc(C(NC(=O)C2CCN(Cc3ccc(Oc4ccccc4)cc3)CC2)c2ccccn2)cc1 (stereo not given)	3%	i	-10%	1%	-55*	18%	-26	-2%	?
c1ccc(-c2cc3n(c2)CCc2ccccc2-3)cc1	0%	-44%[inhibitor][57.5 µM]	1%	5%	-17	17%	-1	-26%	?
Cc1c(O)ccc(/C=N/Nc2nc(-c3cccnc3)nc3ccccc23)c1O	?	i	?	-2%&2%	40	?	3	12%	10µM*
O=C(O)CCN(CCC(=O)O)c1ccccc1	12%	-29%	-13%	5%	1	-3%	3	-7%	2%
COC(=O)CSc1nnc(-c2sc3cc(OC)ccc3c2Cl)n1C	-9%	-5%	-4%	-3%	-10	19%	1	1%	1%
Cc1cccc2c1CC(C)(C)N/C2=C\C(N)=O	?	i	-7%	-4%	10	7%	2	1%	-25%
COc1ccc(CCNC(=O)Cn2nc([N+](=O)[O-])c(Br)c2C)cc1OC	0%	i	2%	-7%	14	6%	-7	10%	5%
O=C(CN1CCc2ccccc2C1)NC1CCCC1	10%	i	1%	0%	-3	1%	-4	3%	6%
CNS(=O)(=O)c1cccc(C(=O)OCC(=O)N2c3ccccc3NC(=O)C2(C)C)c1	-9%	-17%	-3%	-2%	-5	13%	-2	4%	18%
CCCCN(CC)CCNC(=O)c1cc2c(=O)[nH]c3ccccc3c2s1	1%	i	?	7%	-54*	-15%	-23	-6%	?
O=C(N/N=C/c1ccc([N+](=O)[O-])s1)c1ccccc1Br	?	-11%[57.5 µM]	?	-4%	-21	18%	-5	2%	3%
O=c1c2ccccc2c(C=NCCCN2CCOCC2)c(O)n1Cc1ccccc1	-12%	-6%[57.5 µM]	-10%	1%	-13	9%	-1	19%	?
O=C1c2ccccc2C(=O)N1CCCON1C(=O)c2ccccc2C1=O	23%	i	-9%	1%	1	4%	1	8%	6%
Cc1nnc(SCc2ccc3c(c2)OCO3)s1	?	-69%[inhibitor][57.5 µM]	16%	1%	0	?	-2	-6%	0%
Cc1ccc2c(c1)C(CCN)C(=O)N2Cc1ccccc1 (stereo not given)	5%	i	8%	-5%	-106*	-13%	-30	-4%	-10%
CCOc1cccc(C(=O)NC(=S)Nc2cccc(NC(=O)c3ccccc3Cl)c2)c1	-20%	i	-24%	-3%	-1	4%	-3	21%	-20%
CCN(C(=O)COC(=O)/C=C/c1c(C)nn(-c2ccccc2)c1C)C1CCS(=O)(=O)C1 (stereo not given)	6%	i	5%	-1%	13	-2%	3	19%	12%
O=C(COC(=O)[C@H](Cc1ccccc1)NC(=O)c1cccs1)NC1CCCCC1	22%	i	-1%	14%	-23	2%	-7	-3%	15%
CCOC(=O)CSc1nc2cc3c(cc2c(=O)n1Cc1ccc(C(=O)NCCc2ccc(OC)c(OC)c2)cc1)OCO3	·	i	10%	·	·	7%	0	·	12%
CC(=O)/C(=N/Nc1ccc([N+](=O)[O-])cc1)N1CCCc2ccccc21	-18%	-20%	0%	-1%	-23	?	-10	10%	0%
COc1ccc(C(=O)COC(=O)/C=C/c2ccco2)cc1F	4%	i	-6%	-1%	2	26%	-2	1%	44%[activator]
CCOC(=O)c1cc(CC)sc1NC(=O)CSc1nc2ccccc2c(=O)n1Cc1ccco1	?	i	12%	2%	12	5%	5	1%	17%

Laid out differently: entries from further up.
Cc1ccc2c(c1)C(CCN)C(=O)N2Cc1ccccc1 (stereo not given)
  KB-V1 MDR tox: 5%	PTHR1 ag: i	GLP1R cytotox: 8%	aSyn yeast inh: -5%	DRD3 antagonist: -106*	TDP43 rescue: -13%	DRD3 agonist: -30	GLP-1R agonist: -4%	GLP-1R inv ag: -10%
CCOc1cccc(C(=O)NC(=S)Nc2cccc(NC(=O)c3ccccc3Cl)c2)c1
  KB-V1 MDR tox: -20%	PTHR1 ag: i	GLP1R cytotox: -24%	aSyn yeast inh: -3%	DRD3 antagonist: -1	TDP43 rescue: 4%	DRD3 agonist: -3	GLP-1R agonist: 21%	GLP-1R inv ag: -20%
CCN(C(=O)COC(=O)/C=C/c1c(C)nn(-c2ccccc2)c1C)C1CCS(=O)(=O)C1 (stereo not given)
  KB-V1 MDR tox: 6%	PTHR1 ag: i	GLP1R cytotox: 5%	aSyn yeast inh: -1%	DRD3 antagonist: 13	TDP43 rescue: -2%	DRD3 agonist: 3	GLP-1R agonist: 19%	GLP-1R inv ag: 12%
